Compound activity (PubChem)
L3MBTL1 inh = qHTS Assay for the Inhibitors of L3MBTL1. actives 0.66% (n = 230,000). Lethal(3)malignant brain tumor-like protein 1 (Homo sapiens), Q9Y468. AlphaScreen L3MBTL1–H3K9me1 peptide binding. Potency, µM (titrated, usually from 57.1 µM), without a hit: at the highest dose activity, negative = inhibition, usual class: inhibitors; note: % is set by controls: 0 for no effect and ±100 for the full control effect; nearly all actives have a fitted effect of over 60% in size
Target sequence (Q9Y468 whole entry, looked up): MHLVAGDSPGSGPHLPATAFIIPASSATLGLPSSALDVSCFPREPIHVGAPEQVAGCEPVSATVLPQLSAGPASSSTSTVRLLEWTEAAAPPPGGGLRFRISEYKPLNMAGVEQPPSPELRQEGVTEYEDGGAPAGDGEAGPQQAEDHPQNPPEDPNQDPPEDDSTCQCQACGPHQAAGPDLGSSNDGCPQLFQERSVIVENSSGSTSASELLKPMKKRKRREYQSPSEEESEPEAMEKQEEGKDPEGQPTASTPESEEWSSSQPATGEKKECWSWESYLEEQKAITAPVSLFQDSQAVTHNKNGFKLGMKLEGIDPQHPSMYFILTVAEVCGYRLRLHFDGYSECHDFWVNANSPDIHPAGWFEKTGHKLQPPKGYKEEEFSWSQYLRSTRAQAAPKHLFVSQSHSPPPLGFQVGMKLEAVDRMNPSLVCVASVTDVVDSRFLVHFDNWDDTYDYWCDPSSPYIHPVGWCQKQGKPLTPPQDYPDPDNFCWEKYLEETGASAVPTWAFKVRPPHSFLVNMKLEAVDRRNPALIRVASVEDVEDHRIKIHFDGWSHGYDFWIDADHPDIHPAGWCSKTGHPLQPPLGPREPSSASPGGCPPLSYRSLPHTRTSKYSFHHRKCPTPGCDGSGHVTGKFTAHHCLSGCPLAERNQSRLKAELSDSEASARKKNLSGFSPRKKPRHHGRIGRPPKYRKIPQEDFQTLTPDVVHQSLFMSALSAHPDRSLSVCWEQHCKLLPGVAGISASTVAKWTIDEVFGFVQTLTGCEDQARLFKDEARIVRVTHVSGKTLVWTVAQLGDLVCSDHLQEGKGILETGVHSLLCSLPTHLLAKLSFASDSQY
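L3MBTL1 (50 nM) pre-complexed 30 min with biotinylated H3(1-15)K9me1 peptide (75 nM), then compounds added for 30 min at room temperature; AlphaScreen streptavidin donor/nickel chelate acceptor beads (10 ug/mL final) read after 30 min dark incubation.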
Tau FP inhib = qHTS for Inhibitors of Tau Fibril Formation, Fluorescence Polarization; Microtubule-associated protein tau (Homo sapiens), P10636; Potency, µM (titrated, usually from 57.7 µM), without a hit: at the top dose activity, negative = inhibition, actives largely listed as inhibitors; K18 P301L tau heparin fibrillization, Alexa594 FP, 6 h; actives 0.39% (n = 280,000); note: % is set by controls: 0 for no effect and ±100 for the full control effect; nearly all actives have a fitted effect of over 55% in size
Target sequence (P10636 561-689 P618L limits assumed): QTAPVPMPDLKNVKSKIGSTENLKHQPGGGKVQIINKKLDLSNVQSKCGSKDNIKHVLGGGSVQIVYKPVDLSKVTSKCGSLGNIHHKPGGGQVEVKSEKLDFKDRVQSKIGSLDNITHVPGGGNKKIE
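Quantitative HTS format: compounds meet 15 uM recombinant K18 P301L tau and Alexa 594-tau tracer in 100 mM sodium acetate pH 7; 20 uM heparin triggers fibrillization at 37 C over 6 hr; FP gives the signal.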
HTT cytoprotect = qHTS Multiplex Assay to Identify Dual Action Probes in a Cell Model of Huntington: Cytoprotection (ATP); Potency, µM (titrated, usually from 56.4 µM), for the others: cytoprotection (ATP increase), usual class: activators; AID 1471, 2008; actives 0.14% (n = 230,000); PC12 HTT-Q103 induced, cytoprotection, ATP luminescence, 40 h;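 note: % of control where 0% means no effect; nearly all actives have a fitted effect of over 45% in size; toxic huntingtin expression switched on by the ecdysone agonist tebufenozide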
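Compounds were screened for protection of PC12 cells against cell death after tebufenozide induction (100 nM final) of mutant Huntingtin exon 1 (Q103) fused to GFP.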
Tau fluor counter = Counterscreen qHTS for Inhibitors of Tau Fibril Formation, Fluorescence Polarization; Potency, µM (top dose mostly 57.7 µM), without a hit: top-dose activity change, negative = decrease; actives 0.93% (n = 280,000); tau K18 P301L Alexa594 fluorescence, heparin fibrillization; note: % is set by controls: 0 for no effect and ±100 for the full control effect; nearly all actives have a fitted effect of over 55% in size
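Human K18 P301L tau (15 uM unlabeled plus 0.24 uM Alexa 594-labeled, final) in 100 mM sodium acetate pH 7 was mixed with compound and 20 uM heparin and incubated 6 hr at 37 C.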
TRb-SRC2 inh = qHTS for Inhibitors of the Interaction of Thyroid Hormone Receptor and Steroid Receptor Coregulator 2; actives 0.065% (n = 280,000); TRbeta-SRC2 peptide binding, fluorescence polarization; receptor liganded with 1 µM T3; Potency, µM (top dose mostly 106 µM), for the others: at the top dose activity change, negative = inhibition, hits mostly inhibitors;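 note: plate controls were bound peptide for no effect and peptide without receptor for full effect; nearly all actives have a fitted effect of over 50% in size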
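Decrease in fluorescence polarization of 20 nM Texas Red SRC2 coactivator peptide flagged inhibition of its binding to 0.6 uM TRb LBD; 1 uM T3 included, incubation 5 hr, ex 555/em 632 nm.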
Tau fibril ThT = qHTS for Inhibitors of Tau Fibril Formation, Thioflavin T Binding; Microtubule-associated protein tau (Homo sapiens), P10636; actives 2.1% (n = 270,000); AID 1460, 2008; Potency, µM (top dose mostly 57.4 µM), for inactives: at the highest dose activity, negative = inhibition, most hits filed as inhibitors; recombinant tau K18 P301L (four-repeat tau fragment), heparin-induced fibrillization, ThT fluorescence; note: % is set by controls: 0 for no effect and ±100 for the full control effect; nearly all actives have a fitted effect of over 55% in size
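Heparin-induced fibrillization of the P301L-mutant K18 repeat-domain fragment of human tau was followed by ThT binding in quantitative high-throughput format.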
TR SRC2 fluor cs = Total Fluorescence Counterscreen for Inhibitors of the Interaction of Thyroid Hormone Receptor and Steroid Receptor Coregulator 2 | AID 1479, 2009 | actives 0.29% (n = 280,000) | TRb/SRC2 Texas Red total fluorescence interference | Potency, µM (titrated, usually from 106 µM), for the others: at the highest dose fluorescence change, negative = quenching; active = well fitted curve in either direction with a large enough effect; inconclusive = small, poorly fitted or top-dose-only effect; note: % is set by controls: 0 for no effect and ±100 for the full control effect
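Flags fluorescent or light-absorbing compounds by total fluorescence, S + 2P, at 555 nm excitation and 632 nm emission. Mixture: 20 nM Texas Red SRC2 peptide, 0.6 uM human TRb LBD, 1 uM T3, 5% DMSO; compound exposure 5 h at ambient temperature.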
RECQ1 helicase = qHTS Assay for Inhibitors of RecQ-Like Dna Helicase 1 (RECQ1); ATP-dependent DNA helicase Q1 (Homo sapiens), P46063; RECQ1 DNA unwinding, red fluorescence kinetic read; Potency, µM (top dose mostly 57.3 µM), without a hit: at the top dose activity, negative = inhibition, hits mostly inhibitors; actives 0.54% (n = 240,000);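 note: plate controls were vehicle for no effect and no enzyme for full effect; nearly all actives have a fitted effect of over 30% in size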
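50 nM RECQ1T1 preincubated 15 min with compound in Tris pH 8.0 buffer with MgCl2, DTT, Tween-20 and 2.5 ug/ml poly(dI-dC); started with 200 nM TAMRA/BHQ-2 forked duplex and 2 mM ATP. Unwinding read as fluorescence (525/598 nm), two reads 2 h apart.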
* marks the source's active call; other numbers are inactive results; i = inactive; ? = inconclusive; / = no result given; [ ] = remark or other dose. Unless noted, calls come from the whole dose curve; as a rule, active = well fitted curve in the direction sought with a large enough effect; inconclusive = small, poorly fitted or top-dose-only effect, or another doubt; inactive = no such curve, though single readings can be large; an effect the other way counts as inactive or inconclusive. Potency is the fitted concentration of half-maximal effect. Only part of the results is shown (hit frequency here may not be typical).

SMILES | L3MBTL1 inh | Tau FP inhib | HTT cytoprotect | Tau fluor counter | TRb-SRC2 inh | Tau fibril ThT | TR SRC2 fluor cs | RECQ1 helicase
CCOc1ccc(S(=O)(=O)Nc2nc3ccccc3nc2-n2ccc(=NC(=O)c3ccccc3C)cc2)cc1 | -1% | -8% | 2%[10 µM] | -15% | -3% | ? | -1% | ?
CCN(C(=O)C1CCN(S(=O)(=O)c2ccc3c(c2)CCCN3C(=O)C2CCC2)CC1)c1cccc(C)c1 | / | 13% | / | 8% | -1% | -1% | ? | /
CCOc1ccc(-n2nc(C(=O)NCCOC)c3ccccc3c2=O)cc1 | -3% | 4% | -27% | 1% | 3% | -13% | -5% | i
O=C(CN1C(=O)CC(c2ccco2)Sc2ccccc21)Nc1ccc2c(c1)OCCO2 (stereo unspecified) | -12% | -2% | -33% | -14% | -7% | ? | -5% | -2%
COc1cc(NC2c3ccccc3C(=O)N2Cc2ccccc2)cc(OC)c1OC (stereo unspecified) | / | -7% | -24%[10 µM] | ? | 6% | / | -1% | -4%
O=C(OCc1nnc(-c2ccccc2)o1)c1ccc2ccccc2n1 | 2%[11.4 µM] | 0% | 20% | 4% | -5% | ? | -2% | -6%
CCC(Cn1nnc2ccccc2c1=O)NC(=O)Nc1ccccc1OC (stereo unspecified) | / | 4% | / | -4% | -10% | -6% | -3% | /
CCCSc1nc(SCC(=O)NCc2ccccc2)c2c3c(sc2n1)COC(C)(CC)C3 (stereo unspecified) | 1% | 2% | -9% | -2% | -7% | -7% | 1% | -3%
Cc1ccc(S(=O)(=O)/N=C(/Nc2nc(C)cc(C)n2)N2CCOCC2)cc1 | -1% | -4% | -12% | -2% | -1% | 2% | -2% | -1%
COc1ccc(C(=O)NC2CCN(C(=S)Nc3ccccc3)CC2)cc1 | 1% | -4% | 21%[10 µM] | -7% | 8%[53 µM] | -5% | 1%[53 µM] | i
CC(C)C(C)NC(=O)CN1C(=O)NC2(CCCc3ccccc32)C1=O (stereo unspecified) | -3% | 15% | 24% | 3% | -4% | 2% | -6% | -5%
COC(=O)c1c(NC(=O)COC(=O)CNC(=O)c2ccco2)sc(C)c1C | 6% | -5% | 0%[1.9 µM] | -8% | -2% | -3% | 6% | -3%
CCCOc1ccc(C(=O)NCC(C)(C)N2CCOCC2)cc1 | 0% | 3% | -31%[inhibitor] | -8% | -1% | -11% | -1% | 4%
N=c1c2c3c(sc2nc2n1CCCCC2)CCCCC3 | 5% | -6% | -7%[10 µM] | -5% | -4% | 0% | 1% | -2%
CCc1cccc(C)c1NC(=O)c1cc(C)oc1C | -9%[11.4 µM] | -3% | 1%[0.074 µM] | 4% | -16% | 1% | 1% | i
Nc1cc(C(=O)OCC(=O)NCc2ccc(F)cc2)ccc1Cl | -1% | 15% | / | -10% | -3% | -4% | -1% | 5%
COCCNc1nc2c(c(=O)n(Cc3ccc(OC)cc3)c(=O)n2C)n1C | / | 1% | -18% | -9% | -2% | 0% | -10% | i
O=C(Nc1ccc(C(F)(F)F)cc1)C1CCCN(S(=O)(=O)c2cccc3cccnc23)C1 (stereo unspecified) | / | -12% | / | -17% | -2% | 10% | 0% | /
CN1CCN(C(c2cccc(C(F)(F)F)c2)c2nnnn2C(C)(C)C)CC1 (stereo unspecified) | -1% | -2% | -15%[10 µM] | -2% | -20% | -1% | 3% | -15%
CCOC(=O)C1=NNC2(CC(=O)N(c3cc(C)cc(C)c3)C2=O)C1 (stereo unspecified) | / | 3% | 6%[10 µM] | -5% | -1% | / | -1% | -5%
Cc1cccc(NC(=S)NCCN2CCOCC2)c1C | -4% | -2% | 30%[10 µM] | 2% | 9% | 2% | 0% | -14%
CCOc1ccc(OCC)c(NC(=O)c2ccc(-c3ccccc3)s2)c1 | / | 0% | / | -23% | 1% | -9% | -2% | /
COc1ccc(-n2c(SCC(=O)NCC3CCCO3)nc3n[nH]c(C)c3c2=N)cc1 (stereo unspecified) | -6% | -10% | -12% | -30% | 11% | -8% | 0% | -7%
CCOC(=O)C(C)(C)N(Cc1ccc(Cl)cc1)S(=O)(=O)c1ccc(Cl)c([N+](=O)[O-])c1 | -13% | 11% | / | ? | 5% | ? | -3% | -9%
O=C(NC1CCCc2ccccc21)c1ccc2c(c1)sc1nc(-c3ccccc3)cn12 (stereo unspecified) | / | -4% | / | -5% | -6% | 0% | -1% | /
CC(C)CCNC(=O)NC(=O)COc1ncnc2sccc12 | 0% | ? | 5%[10 µM] | -29% | -2% | -20% | -10% | 0%
O=C(c1cccc(-c2nnc(-c3ccccc3)o2)c1)N1CCCCCC1 | / | 3% | -8% | -14% | 7% | -19% | 2% | 15%
CCCC(CCC(=O)Nc1ccc(S(N)(=O)=O)cc1)C(=O)O (stereo unspecified) | / | 6% | 9% | 0% | 0% | -5% | -1% | 4%
Cc1nnc(NCc2ccccc2)c2c1nnn2Cc1ccc(F)cc1 | / | -4% | / | 0% | -2% | -2% | 0% | /
Cc1ccc(-c2nnn(CCC(=O)N3CCCCC3C)n2)cc1 (stereo unspecified) | 4% | -6% | 13% | -9% | 3% | -11% | -2% | -1%

4 compounds from above, limited to Tau fibril ThT and L3MBTL1 inh.
Structure	Tau fibril ThT	L3MBTL1 inh
CCCC(CCC(=O)Nc1ccc(S(N)(=O)=O)cc1)C(=O)O (stereo unspecified)	-5%	/
Cc1nnc(NCc2ccccc2)c2c1nnn2Cc1ccc(F)cc1	-2%	/
O=C(NC1CCCc2ccccc21)c1ccc2c(c1)sc1nc(-c3ccccc3)cn12 (stereo unspecified)	0%	/
CCOC(=O)C(C)(C)N(Cc1ccc(Cl)cc1)S(=O)(=O)c1ccc(Cl)c([N+](=O)[O-])c1	?	-13%

Later entries
SMILES | L3MBTL1 inh | Tau FP inhib | HTT cytoprotect | Tau fluor counter | TRb-SRC2 inh | Tau fibril ThT | TR SRC2 fluor cs | RECQ1 helicase
C=CCn1c(SCC(N)=O)nnc1-c1cc(Br)ccc1O | 8% | 0% | -9% | 2% | -2% | -5% | 4% | -16%
CCOc1ccc(CN2C(=O)CCC2(C)C(=O)NCc2cccnc2)cc1 (stereo unspecified) | -3% | 0% | 0% | 0% | 11% | -9% | 6% | -4%
CC(NC(=O)C1CCN(S(=O)(=O)c2ccc3c(c2)oc(=O)n3C)CC1)c1ccccc1 (stereo unspecified) | / | -5% | / | -4% | 1% | 1% | -1% | /
N#CCCCSc1nnnn1-c1cc(C(F)(F)F)cc(C(F)(F)F)c1 | / | -2% | 25% | -10% | 5% | 5% | -1% | i
CC(c1ccccn1)N(CCN(C)C)C(=S)Nc1ccccc1F (stereo unspecified) | / | 6% | 4% | -6% | -6% | -9% | -6% | i
CCCc1cc(C(=O)Nc2nccs2)cs1 | -6% | -1% | -21%[10 µM] | -13% | 14% | -5% | 0% | -3%
N#Cc1c(NC(=O)CSc2nnc(-c3ccccc3)o2)sc2c1CCCC2 | -4% | 1% | 15%[10 µM] | -17% | 2% | ? | -8% | -23%
Cc1cccc(NC(=O)CSc2nc3c(sc4ccccc43)c(=O)n2CCCC(=O)NC2CCCC2)c1 | / | -12% | / | -5% | 10% | 20% | -6% | /
CCCC12CN3CC(CCC)(CN(C1)C3c1ccco1)C2=O (stereo unspecified) | -2% | 1% | 26%[10 µM] | -3% | 0% | -5% | -6% | -10%
Cc1ccc(C2=NNC(=Nc3ccc(F)cc3)SC2)cc1 | -8% | -21% | ? | ? | -5% | 16µM* | -2% | -12%
COc1ccc(NC(=O)CN2C(=O)C(C)SC(C)C2=O)c(OC)c1 (stereo unspecified) | -4% | 6% | 0%[1.9 µM] | -10% | 5% | -2% | -52% | -1%
Cc1ccc(-c2n[nH]c(=S)n2/N=C/c2ccncc2)cc1 | / | 3% | 18% | -10% | 12% | -10% | -1% | -16%
CCOc1ccc(-n2c(C)nc3cc(C(=O)NC4CCCC4)ccc32)cc1 | / | -2% | / | -15% | -11% | ? | 0% | /
COc1cc(NC(=O)C2Cc3ccccc3N2C(=O)c2ccccc2)cc(OC)c1 (stereo unspecified) | / | -1% | / | -25% | -9% | -3% | -1% | /
COc1ccc(/C=N/N=C2\SC(CC(=O)O)C(=O)N2c2ccccc2)c(OC)c1 (stereo unspecified) | 2% | 1% | / | 5% | 3% | 2% | -1% | -2%
CCc1c(C)sc(NC(=O)Cn2nc(C(F)(F)F)c3c2CCCC3)c1C#N | -3% | -9% | 9%[10 µM] | -10% | 4% | -7% | 0% | -8%
O=C(NCCc1ccccc1)C1CCN(S(=O)(=O)c2ccc(-c3nn[nH]n3)cc2)CC1 | / | 0% | -14%[10 µM] | 4% | 3% | -3% | -1% | i
CCOC(=O)N1CCC(NC(=O)CS(=O)(=O)Cc2nc(-c3cccc(OC)c3)oc2C)CC1 | 1% | 2% | 4% | 1% | 10% | -9% | -5% | -4%
Cc1cc(OCCCCNC(C)C)cc(C(C)C)c1 | 12% | 3% | 20%[10 µM] | 8% | -2% | 3% | -2% | 6%
Nc1nnnn1/N=C/c1ccccc1OCc1ccc(Cl)cc1Cl | 8% | ? | 2% | -6% | -6% | 0% | 1% | -3%

Exported with two lines to a compound: entries from further up.
Each structure is followed by: L3MBTL1 inh	Tau FP inhib	HTT cytoprotect	Tau fluor counter	TRb-SRC2 inh	Tau fibril ThT	TR SRC2 fluor cs	RECQ1 helicase
O=C(NCCc1ccccc1)C1CCN(S(=O)(=O)c2ccc(-c3nn[nH]n3)cc2)CC1
 : /	0%	-14%[10 µM]	4%	3%	-3%	-1%	i
CCOC(=O)N1CCC(NC(=O)CS(=O)(=O)Cc2nc(-c3cccc(OC)c3)oc2C)CC1
 : 1%	2%	4%	1%	10%	-9%	-5%	-4%
